NFkB transloc pot = enhances IL-1B driven NFkB nuclear translocation | HUVEC IL-1B NFkB p65 nuclear translocation imaging | activation, % at 2 µM | actives 0.3% (n = 94,000);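 active means activation above 40%, about the mean plus 3 SD, also judged a hit on visual image review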;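 further: percent activation is computed from the nuclear over cytoplasmic p65 intensity ratio; values of inactives mirror those of a sister screen read the other way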
Bcl-B displacement = displacers of TR3 peptide from Bcl-B, primary screen, selectivity assay for Bfl-1 inhibitor project, biochemical, fluorescence polarization; FP displacement of FITC-TR3 peptide from Bcl-B; higher % means a stronger effect; actives 0.11% (n = 96,000); one-dose displacement, % at 20 µM; IC50 in µM for titrated hits;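 active means displacement above 50% at 20 µM plus a fluorescence interference ratio under 1.5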;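 further: plate controls were wells without compound for no effect and wells lacking Bcl-B protein for full effect; a part of the inactive calls stands beside numbers as strong as those of hits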
MRP resist rev = MRP-mediated drug resistance reversal. H69AR cells + 2 uM doxorubicin, CellTiter-Glo, 72 h. differential viability (reversal), % at 10 µM. actives 0.04% (n = 85,000). AID 602;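 active means viability drop by adding the cancer drug above about 55%, with treated viability meeting a 40% cutoff, limit read from the data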;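 further: viability without doxorubicin minus viability with 2 µM doxorubicin for each compound; larger differential means the compound sensitizes cells more to doxorubicin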
PLAP inhibitors HTS = PLAP enzyme inhibitors, biochemical, luminescence, HTS (AID 690); one-dose inhibition, % at 20 µM; IC50 in µM for titrated hits; purified PLAP, luminescent substrate; higher % means a stronger effect; actives 0.08% (n = 96,000); in the data active means a potency from the dose series; inactive means the rest, 99 in 100 with inhibition below about 30%; further: strong numbers were not always called active
NFkB transloc inh = blocks IL-1B driven NFkB nuclear translocation in HUVEC cells; HUVEC IL-1B NFkB p65 nuclear translocation imaging; inhibition, % at 2 µM; actives 0.43% (n = 94,000); AID 796;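 active means inhibition above about 30% together with a positive call from visual inspection of the well image, limit read from the data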;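 further: nuclear over cytoplasmic p65 intensity ratio measured by imaging; 0% = IL-1B stimulated DMSO wells and 100% = unstimulated DMSO wells; values of inactives mirror those of a sister screen read the other way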
MRP resist rev cytotoxicity = further read-out of MRP resist rev, marked with its call; viability, %; H69AR cells, CellTiter-Glo, 72 h; measured here: cytotoxicity without doxorubicin
MRP resist rev with doxorubicin = also measured in MRP resist rev; calls as there; viability, %; measured here: viability with 2 uM doxorubicin; stronger effect = lower value
NFkB transloc inh cell count 2 µM = also measured in NFkB transloc inh; calls as there; cell count; measured here: cells passing quality filter;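 raw number of nuclei counted in each imaged well without normalization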
NFkB transloc pot cell count 2 µM = recorded beside NFkB transloc pot, whose call it bears; cell count; measured here: cells passing quality filter
* hit, by the source's call; . = no result given. A portion of the library (hit frequency here may not be typical).

SMILES | NFkB transloc pot | NFkB transloc pot cell count 2 µM | Bcl-B displacement | MRP resist rev | MRP resist rev cytotoxicity | MRP resist rev with doxorubicin | PLAP inhibitors HTS | NFkB transloc inh | NFkB transloc inh cell count 2 µM
CCOc1ccc(OC(=O)c2cccnc2)cc1 | -5 | 108 | 2% | -46 | 46 | 92 | -14% | 6 | 108
O=C(CN1C(=O)c2ccccc2S1(=O)=O)NC1CCCCCC1 | . | . | -8% | -24 | 102 | 126 | 6% | . | .
CCSc1nc(N2CCOCC2)c2ccccc2n1 | 1 | 173 | -10% | -9 | 89 | 98 | 12% | -1 | 173
Clc1ccc(CSc2snnc2-c2ccccc2)cc1 | -8 | 147 | 1% | . | . | . | 46% | 8 | 147
Cn1ncc(C#N)c1NC(=O)c1nn2cccnc2c1Cl | 10 | 89 | -6% | 6 | 90 | 84 | 8% | -10 | 89
CC(C)CNS(=O)(=O)c1ccc(CCC(=O)N2CCOCC2)cc1 | -2 | 113 | -2% | -9 | 85 | 94 | -4% | 2 | 113
O=C(OCCOCCN=C1NS(=O)(=O)c2ccccc21)C1CC(=O)N(c2ccccc2)C1 (centres undefined) | 2 | 42 | -6% | 6 | 97 | 90 | 4% | 0 | 42
Cc1ccc2nc(NC(=O)CSCC(=O)OCC(=O)c3ccc(Br)cc3)sc2c1 | -5 | 169 | -9% | . | . | . | 10% | 5 | 169
CC1CCCCN1CCNC(=O)CC1Oc2ccccc2NC1=O (centres undefined) | -2 | 179 | 3% | -1 | 86 | 87 | 0% | 2 | 179
COCCCNC(=O)C(C#N)c1nc2ccccc2nc1N1CCCC1 (centres undefined) | 0 | 131 | -7% | 0 | 96 | 95 | . | 0 | 131
COC(=O)CC[C@@H](C(=O)O)N1C(=O)c2ccccc2C1=O | 0 | 219 | -10% | -14 | 89 | 103 | 16% | 0 | 219
CC(=O)Nc1ccc(NC(=O)COC(=O)Cc2cccs2)cc1 | 21 | 93 | 8% | -1 | 93 | 94 | -23% | -21 | 93
COc1ccc(C(=O)NCc2nnc(SCC(=O)Nc3cc(C)cc(C)c3)o2)cc1OC | 1 | 130 | -15% | 20 | 95 | 75 | -77% | -1 | 130
CCN1CCN(c2ncnc3c2nnn3Cc2ccccc2)CC1 | 6 | 86 | -2% | . | . | . | -56% | -6 | 86
Clc1ccccc1-c1nn2c(COc3ccccc3)nnc2s1 | 5 | 53 | -10% | 4 | 87 | 83 | -22% | -5 | 53
N#Cc1c(-c2ccc(Cl)cc2)nc2n(c1=O)CCCS2 | 11 | 164 | -6% | -3 | 88 | 91 | -3% | -11 | 164
COc1cc(OC)c(OC)cc1CN1CCN(S(=O)(=O)c2ccc(F)cc2)CC1 | 21 | 68 | -14% | 3 | 95 | 93 | -35% | -21 | 68
O=C(NC1CCCCC1)C(c1ccc2ncccc2c1)N(Cc1ccccc1)C(=O)c1ccc2c(c1)OCCO2 (centres undefined) | -4 | 134 | -2% | . | . | . | -40% | 4 | 134
COc1ccc(N2C(=O)C3CC(C)=C(C)CC3C2=O)c(OC)c1 (centres undefined) | -9 | 169 | -3% | 1 | 103 | 102 | 15% | 8 | 169
CN1C(=O)CS(=O)c2ccc(C(=O)NCCC3=CCCCC3)cc21 (centres undefined) | -14 | 164 | 8% | 10 | 100 | 90 | -44% | 14 | 164
Cc1cccc(N2CCN(C(=O)CCc3nc4ccccc4[nH]3)CC2C)c1 (centres undefined) | -4 | 202 | -4% | 5 | 91 | 87 | -116% | 4 | 202
Cc1cccc(NC(=O)c2ccc(-n3ccnc3)nc2)c1 | 1 | 113 | -3% | . | . | . | 6% | -1 | 113
Cc1cc(Br)ccc1NC(=O)CCSc1ccccc1 | 16 | 141 | -12% | . | . | . | -1% | -16 | 141
Cc1cc(=O)oc(C)c1C(=O)OCC(=O)c1ccc(Cl)cc1 | -10 | 158 | 16% | 16 | 97 | 81 | -5% | 10 | 158
CCOC(=O)/C=C/S(=O)(=O)c1ccc(NC(C)=O)cc1 | -33 | 136 | 1% | 0 | 0 | 0 | 20% | 33* | 136*
O=C(Nc1sc2c(c1C(=O)O)CCC2)c1ccco1 | -1 | 157 | 14% | . | . | . | 0% | 1 | 157
Cc1nn(Cc2c(Cl)cccc2Cl)c(C)c1C(=O)NCc1ccc(C)n1C | 9 | 173 | -11% | 14 | 91 | 78 | -52% | -9 | 173
O=C1CC(c2ccc(F)cc2)CC(O)=C1C=NCCN1CCN(C(=O)Nc2ccccc2)CC1 (centres undefined) | 1 | 181 | -10% | 12 | 104 | 92 | -36% | -1 | 181
CCOc1nnc(C)c2c(C)n(-c3ccc(Cl)cc3)nc12 | -1 | 135 | -9% | . | . | . | 4% | 2 | 135
COc1ccccc1N1CCN(Cc2ccco2)CC1 | 23 | 133 | 2% | 8 | 81 | 73 | -7% | -23 | 133
CCCCOc1ccc(CSc2nncn2N)cc1 | 34 | 106 | -8% | 2 | 90 | 88 | 13% | -34 | 106
Cc1[nH]c2ccccc2c1CCC(N)=O | -2 | 124 | -8% | -35 | 51 | 86 | 15% | 2 | 124
CN(C)/C=C1\N=C(c2cccs2)OC1=O | -5 | 151 | 11% | 22 | 101 | 79 | 9% | 5 | 151
CCC(CC)C(=O)N1CCN(Cc2ccc3c(c2)OCO3)CC1 | -12 | 155 | 10% | -25 | 53 | 78 | 2% | 12 | 155
Nc1nnc(N2CCCCC2)s1 | . | . | 3% | -20 | 72 | 92 | . | -14 | 124
C(=N\N1CCN(C2c3ccccc3-c3ccccc32)CC1)/c1cccs1 | -7 | 137 | 0% | . | . | . | 19% | 8 | 137

Among those listed so far, these contain a furan ring, fused or not.
SMILES | NFkB transloc pot | NFkB transloc pot cell count 2 µM | Bcl-B displacement | MRP resist rev | MRP resist rev cytotoxicity | MRP resist rev with doxorubicin | PLAP inhibitors HTS | NFkB transloc inh | NFkB transloc inh cell count 2 µM
O=C(Nc1sc2c(c1C(=O)O)CCC2)c1ccco1 | -1 | 157 | 14% | . | . | . | 0% | 1 | 157
COc1ccccc1N1CCN(Cc2ccco2)CC1 | 23 | 133 | 2% | 8 | 81 | 73 | -7% | -23 | 133

Record cards (already shown). Screens in order: NFkB transloc pot, NFkB transloc pot cell count 2 µM, Bcl-B displacement, MRP resist rev, MRP resist rev cytotoxicity, MRP resist rev with doxorubicin, PLAP inhibitors HTS, NFkB transloc inh, NFkB transloc inh cell count 2 µM
COc1ccccc1N1CCN(Cc2ccco2)CC1 is listed with 23, 133, 2%, 8, 81, 73, -7%, -23, 133
Cn1ncc(C#N)c1NC(=O)c1nn2cccnc2c1Cl is listed with 10, 89, -6%, 6, 90, 84, 8%, -10, 89
Clc1ccccc1-c1nn2c(COc3ccccc3)nnc2s1 is listed with 5, 53, -10%, 4, 87, 83, -22%, -5, 53
CC1CCCCN1CCNC(=O)CC1Oc2ccccc2NC1=O (centres undefined) is listed with -2, 179, 3%, -1, 86, 87, 0%, 2, 179

Further entries follow:
SMILES | NFkB transloc pot | NFkB transloc pot cell count 2 µM | Bcl-B displacement | MRP resist rev | MRP resist rev cytotoxicity | MRP resist rev with doxorubicin | PLAP inhibitors HTS | NFkB transloc inh | NFkB transloc inh cell count 2 µM
CC(C)c1nc2ccc(NC(=O)C34CC5CC(CC(C5)C3)C4)cc2[nH]1 | 29 | 71 | -13% | -2 | 60 | 63 | -96% | -29 | 71
CN(C)Cc1c(O)ccc2c3c(c(=O)oc12)CCCCC3 | -1 | 166 | -7% | 4 | 85 | 81 | -9% | 1 | 166
O=C(Nc1ccccc1Cl)c1ccn[nH]1 | 12 | 79 | 9% | 0 | 108 | 108 | 3% | -12 | 79
COc1ccccc1-c1nnc(SCC(=O)NCc2c(C)c(Cl)cc(C(C)C)c2O)o1 | 9 | 165 | -11% | . | . | . | 0% | -9 | 165
CCOC(=O)CCCCC(=O)c1[nH]c(=O)[nH]c1CSc1nc(C)cc(C)n1 | 34 | 103 | 15% | -12 | 80 | 93 | -96% | -34 | 103
CCC(C)NC(=O)Nc1ccc2c(c1)N(C)C(=O)c1ccccc1S2 (centres undefined) | -11 | 166 | -38% | -7 | 96 | 102 | -336% | 11 | 166
O=C(NCc1ccccc1)c1cccc(COc2ccccc2Cl)c1 | -8 | 165 | 12% | . | . | . | 26% | 8 | 165
O=C(NCc1ccccc1Cl)c1ccc(Cn2cc(C(F)(F)F)ccc2=O)cc1 | 1 | 126 | -7% | . | . | . | -5% | -1 | 126
O=C(COC(=O)c1ccc(S(=O)(=O)Nc2ccccc2)cc1)NCc1ccco1 | -9 | 152 | -3% | . | . | . | -13% | 9 | 152
Cc1ccc(C2C3=C(NCCN=C3c3ccccc3)C(=O)N2c2ccccc2)cc1 (centres undefined) | 23 | 199 | 3% | -11 | 42 | 53 | -40% | -24 | 199
CCN(CC)c1ccc(NC(=O)COC(=O)c2cccs2)cc1 | 11 | 154 | 3% | . | . | . | -28% | -11 | 154
COC(=O)c1ccc(CSc2nc3ccccc3c(=O)n2Cc2ccco2)o1 | 8 | 169 | 3% | 7 | 91 | 83 | -44% | -8 | 169
Cc1cc(C(=O)CSc2nc3ccccc3n2C)c(C)n1C | 7 | 165 | 4% | 9 | 97 | 88 | 24% | -7 | 165
CCOC(=O)c1cc2sc(C)cc2n1CC(=O)Nc1ccc2c(c1)OCCO2 | 3 | 189 | -11% | -19 | 68 | 87 | -89% | -3 | 189
CN1CCN(C(=O)c2ccc(COc3ccc(C(C)(C)C)cc3)o2)CC1 | 8 | 165 | -2% | 7 | 80 | 73 | -47% | -8 | 165
Cc1ccn(C(=O)c2cc3cc(Cl)ccc3oc2=O)n1 | 19 | 205 | -8% | -7 | 106 | 113 | 7% | -19 | 205
CCOC(=O)c1sc2nc3c(cc2c1N)COC(C)(CC)C3 (centres undefined) | -3 | 175 | -4% | -33 | 55 | 88 | 6% | 3 | 175
COC(=O)N/N=C/c1ccc([N+](=O)[O-])o1 | 18 | 167 | . | -18 | 79 | 96 | . | -18 | 167
O=C(NC1C=CS(=O)(=O)C1)c1sc2ccccc2c1Cl (centres undefined) | 38 | 123 | -8% | 0 | 2 | 1 | -61% | -38 | 123
Cc1ccc(-n2nnc3c(=O)n(CC(=O)N4CCC(C)CC4)cnc32)cc1 | 3 | 142 | 0% | 2 | 85 | 84 | -2% | -3 | 142
COc1cc(OC)cc(C(=O)N2CCN(Cc3ccccc3C(F)(F)F)CC2)c1 | 3 | 69 | 5% | 6 | 82 | 76 | -44% | -3 | 69
CCCCCSc1nc(N2CCOCC2)c2c(c1C#N)CC(C)(C)OC2 | 15 | 128 | 1% | -4 | 33 | 37 | -48% | -15 | 128
CCS(=O)(=O)n1nc(-c2ccccc2)nc1SC | -12 | 110 | 5% | 12 | 93 | 81 | -2% | 12 | 110
CC(=O)NC(c1cccc([N+](=O)[O-])c1)c1c(OC(C)=O)ccc2ccccc12 (centres undefined) | 13 | 97 | . | 14 | 95 | 81 | . | -13 | 97
CC(=O)OCCn1c(Br)nc2c1c(=O)[nH]c(=O)n2C | 6 | 71 | 6% | 15 | 89 | 74 | -11% | -6 | 71
CCOC(=O)c1cnc(-n2nc(C)cc2C)nc1Nc1ccc(OC)cc1 | -8 | 136 | 1% | . | . | . | 0% | 8 | 136
Cn1c(SCc2ccc(C(=O)Nc3nccs3)cc2)nnc1-c1ccccc1 | 22 | 198 | 2% | . | . | . | -4% | -22 | 198
CCN(CC)S(=O)(=O)c1ccc(NCc2ccccc2)nc1 | -13 | 212 | -8% | 14 | 104 | 89 | 17% | 12 | 212
Cc1cc(C)c2cc(CN(Cc3cccs3)Cc3nnnn3CC3CCCO3)c(=O)[nH]c2c1 (centres undefined) | 7 | 90 | -6% | -1 | 74 | 75 | -31% | -6 | 90
CC(C)CC(C(=O)Oc1ccc2c3c(c(=O)oc2c1)CCC3)N1C(=O)c2ccccc2C1=O (centres undefined) | 26 | 98 | 0% | . | . | . | -38% | -26 | 98
CCOc1ccc(NC(=O)C2CCN(S(=O)(=O)c3c(C)n[nH]c3C)CC2)cc1 | 17 | 97 | -9% | -1 | 82 | 83 | 1% | -17 | 97
CC(C)Cn1c(N)c(C(=O)COC(=O)CC23CC4CC(CC(C4)C2)C3)c(=O)n(C)c1=O | 5 | 147 | -219% | 0 | 75 | 75 | -47% | -5 | 147

High-throughput results (PubChem)
